Screening results as filed in PubChem.
Myeloid diff MLP – myeloid differentiation induction; ER-HoxA9 myeloid progenitors, lysozyme-GFP differentiation, flow cytometry; calls only at 10 µM; actives 1% (n = 360,000); AID 624256;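 active = normalized GFP-positive differentiation at or above the plate's own cutoff, the solvent-only control mean plus 3 SD; inconclusive = no clear call, values can overlap the other calls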;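 note: cells exposed to compound for four days before flow analysis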
K1F lysis inhibition – protection from phage-mediated lysis, alamar blue read-out – E. coli UTI89, K1F phage, bacterial capsule biogenesis inhibitors (AID 488966); actives 0.02% (n = 340,000); E. coli UTI89 K1F phage lysis, alamar blue, 2 h; higher % means a stronger effect; inhibition, % at 100 µM; hits with a dose series show IC50 in µM;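 active = phage lysis inhibition, versus mean bacterial control, above a set limit; inconclusive = no clear call, values can overlap the other calls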;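 note: capsule biogenesis inhibitors block K1F phage lysis so surviving cells raise fluorescence; higher fluorescence means more inhibition of phage lysis; actives were called in the ten point dose series up to 300 µM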
Lipid droplet – hepatic lipid droplet formation modulation. AML12 mouse hepatocytes, oleate lipid droplets, BODIPY imaging. inhibition, % at 6.5 µM. actives 0.4% (n = 240,000). AID 1656;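 active = lipid droplet intensity inhibited by at least 50%, with more than 500 cells counted; inconclusive = wells with under 300 cells, treated as cytotoxic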
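System: AML12 hepatocytes (mouse). Probe or stimulus: oleic acid at 100 µM to induce lipid droplet formation. Times: overnight treatment with compound plus oleate. Detection: Image-based BODIPY and DAPI two-channel analysis. Evaluation: percent inhibition of filter-corrected integrated lipid droplet intensity per well.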
Lipid droplet cells 6.5 µM – second read-out of Lipid droplet, no call of its own (marks repeat the call); cell count; measured here: cell count, cytotoxicity flag;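 cells counted across two imaged fields per well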
Myeloid diff MLP GFP+ MAC1+ % – recorded beside Myeloid diff MLP, whose call it bears; GFP+ MAC1+ double positive, %; measured here: differentiation confirmed by MAC1 staining
Starred values were filed as active, the others as inactive; i = inactive; ? = inconclusive; · = not tested or not shown; [ ] = another dose, or the depositor's remark.

SMILES	Myeloid diff MLP	Myeloid diff MLP GFP+ MAC1+ %	K1F lysis inhibition	Lipid droplet	Lipid droplet cells 6.5 µM
CSCC[C@H](NC(=O)OC(C)(C)C)C(=O)N1CCC(C(=O)N[C@@H](C)C(=O)NC(C)c2ccccc2)CC1 (stereo partly specified)	i	2.8	3.2%	-6.5	840
O=C(COC(=O)c1ccco1)Nc1nc2c(F)c(F)c(F)cc2s1	i	1.5	0.0%	-6.3	805
COc1cccc(CNC(=O)N2CCN(S(=O)(=O)c3ccc(C)cc3)CC2)c1	i	1.6	0.1%	0.6	816
CCCCCN(C(=O)CCC(=O)OCC(=O)N1CCCCC1C)c1c(N)n(CCCC)c(=O)[nH]c1=O (stereo unspecified)	i	1.4	0.0%	1.9	817
CC(=O)N1c2ccc(S(=O)(=O)NCC3CCC(C(=O)NCc4ccc(C)cc4)CC3)cc2CC1C (stereo unspecified)	i	1.7	0.4%	-5.9	696
CCN1C(=O)[C@H]2[C@@H](c3ccc(C)cc3)N3C(=O)N(c4ccccc4)C(=O)[C@@]3(Cc3ccc(Cl)cc3)[C@H]2C1=O	i	1.6	1.4%	7.4	837
CCc1nn(C(C)C(=O)NCCN2CCCCCC2)c(=O)c2cc3occc3n12 (stereo unspecified)	i	0.0	-0.2%	0.6	716
COc1ccc(OC)c(N(CC(=O)N2CCCC2)S(=O)(=O)c2ccc(C)cc2)c1	i	0.6	0.3%	0.2	766
C=CCC1NS(=O)(=O)OC(COC)C1C (stereo unspecified)	i	0.6	0.1%	-10.0	838
O=C(NCC1CCCO1)c1cccc(C(=O)NCC2CCCO2)c1 (stereo unspecified)	i	0.9	-0.1%	-1.9	822
CCOc1ccccc1NC(=O)C1CCN(C(=O)C2CC(=O)N(c3ccc(C)cc3)C2)CC1 (stereo unspecified)	i	0.3	0.4%	1.9	732
CC(C)c1ccc(NC(=O)C2C3C=CC4(O3)C2C(=O)N(CCCN2CCCCC2)C4C(=O)NC2CCCCC2)cc1 (stereo unspecified)	i	0.3	0.1%	15.5	828
Nc1ccc(-c2nc3ncccc3o2)c(O)c1	i	0.7	0.3%	-0.8	401
O=C(N/N=C/c1ccc2c(c1)OCO2)c1ccc(NC(=O)c2ccc(F)cc2)cc1	i	0.9	-0.1%	24.0	707
CC(C)(C)NC(=O)C1CC(=O)N(CCc2ccc(F)cc2)C1 (stereo unspecified)	i	0.4	0.1%	2.0	830
Cc1cccn2c(=O)c3cc(C(=O)NCC4CCCO4)c(=N)n(C4CCCCC4)c3nc12 (stereo unspecified)	i	0.2	0.3%	-4.6	814
Cc1cccc(C)c1NC(=O)CCS(=O)(=O)c1cccc2nonc12	i	0.5	0.6%	-22.9	845
Cc1cccc2c1cnn2C(=O)CCC(=O)NC1CCCCC1	i	2.7	4.1%	-7.9	740
Cc1oc(-c2ccc(Cl)cc2)nc1CS(=O)CC(=O)NCCN1CCCCCC1 (stereo unspecified)	i	6.9	0.1%	-2.5	651
Cc1cc(O)c(C(=O)/C=C/c2ccccc2)c(=O)o1	i	1.4	-0.9%[50 µM]	-10.8	858
Cc1cc(NC(=O)c2ccc(Cl)cc2)cc(C)c1OCC(=O)N1CCOCC1	i	0.7	0.3%[50 µM]	40.9	808
Cc1oc(/N=C/c2ccc(F)cc2)c(C#N)c1C	i	1.1	0.2%	9.7	858
Cc1ccc(C(=O)N2CCC(C)CC2)cc1NC1=NC2CS(=O)(=O)CC2S1 (stereo unspecified)	i	2.2	-0.6%	1.0	765
Cc1ccc(CS(=O)(=O)c2ncc(Cl)c(C(=O)Nc3ccc(OC(F)F)cc3)n2)cc1	?	·	0.0%	0.0	751

Compounds from the list above that have an aryl methoxy group:
SMILES	Myeloid diff MLP	Myeloid diff MLP GFP+ MAC1+ %	K1F lysis inhibition	Lipid droplet	Lipid droplet cells 6.5 µM
COc1cccc(CNC(=O)N2CCN(S(=O)(=O)c3ccc(C)cc3)CC2)c1	i	1.6	0.1%	0.6	816
COc1ccc(OC)c(N(CC(=O)N2CCCC2)S(=O)(=O)c2ccc(C)cc2)c1	i	0.6	0.3%	0.2	766

More entries follow:
SMILES	Myeloid diff MLP	Myeloid diff MLP GFP+ MAC1+ %	K1F lysis inhibition	Lipid droplet	Lipid droplet cells 6.5 µM
CCOc1ccc(C(=O)Nc2ccc3c(c2)OCCO3)cc1	i	0.9	0.0%	3.8	834
CCN(c1cccc(C)c1)S(=O)(=O)c1ccc2c(c1)N(C(C)=O)CCS2	i	0.0	0.9%	-22.3	666
CCN1C(=NCC2CC2)N[C@@H](c2cccc(C(F)(F)F)c2)C(C(=O)OC)=C1C	i	0.9	0.0%	-14.7	696
CSCCC(NC(=O)c1ccc([N+](=O)[O-])cc1Cl)C(=O)OC1CCCCC1=O (stereo unspecified)	i	1.7	0.1%	22.9	671
Cc1cc(C(F)(F)F)c2c(N)c(C(=O)NC3CC3)sc2n1	i	2.6	-0.3%	-4.9	815
COc1ccc(C2/C(=C(/O)c3ccccc3)C(=O)C(=O)N2CCCN2CCOCC2)cc1 (stereo unspecified)	i	0.7	0.4%	1.1	837
COCC(C)NC(=O)C1c2ccccc2Oc2ccccc21 (stereo unspecified)	i	0.1	0.1%	-3.2	791
CCC/C=N/Nc1nnc(Cc2ccccc2)c(=O)[nH]1	i	1.0	-1.2%[50 µM]	0.8	391
CCCOc1ccc(C(=O)NNC(=S)NC(=O)c2ccccc2[N+](=O)[O-])cc1	i	0.5	-0.1%	-9.3	765
CCC(Oc1ccccc1)C(=O)Nc1nnc(S(=O)(=O)Nc2ccccc2)s1 (stereo unspecified)	i	2.7	-1.0%	0.4	775
CC1CC(C)CN(S(=O)(=O)c2ccc3c(c2)CC(C)N3C(=O)C2CC2)C1 (stereo unspecified)	i	4.3	0.0%	-15.2	716
C=CCn1c(SCC(=O)N(C)c2c(N)n(Cc3ccccc3)c(=O)[nH]c2=O)nnc1-c1ccccc1OC	i	0.0	0.0%	-2.6	796
CCC(=O)Nc1ccccc1N1CCN(c2ccc(F)cc2)CC1	i	0.2	0.9%	-9.5	826
COc1cc(/C=C2/C(=O)NN(c3cccc(Cl)c3)C2=O)cc(OC)c1O	i	1.0	8.8%	-0.5	808
COc1ccccc1NC(=O)CCS(=O)(=O)c1cc2c(cc1Cl)NC(=O)CO2	?	·	0.0%	2.5	731
CC1=C(C(N)=O)C(c2ccc(Cl)c(Cl)c2)n2ncnc2N1 (stereo unspecified)	i	0.5	0.0%	-12.4	820
O=C(Nc1ccnn1C1CCN(CCCC2CCCC2)CC1)c1ccccc1	i	1.7	0.2%	4.8	764
COc1ccc(S(=O)(=O)Cc2ccc(C(=O)NC3CCCCCC3)o2)cc1	i	0.9	0.3%	-6.2	749
Cc1cc(=O)[nH]c(NCc2ccc(Cl)cc2)n1	i	0.4	1.1%	-4.9	795
CC(=O)c1sc(NC(=O)Cc2c(F)cccc2Cl)nc1C	i	0.3	-0.3%	-3.9	789
Cc1cccc(C)c1NC(=O)CN(C1CCCCC1)S(C)(=O)=O	i	0.6	0.2%	-2.4	796
Cc1ccc(-c2nnc(N3CCCCCC3)c3ccccc23)cc1	?	·	0.8%	-17.9	710
O=C(/C=C/c1ccccc1Cl)NCCCn1ccnc1	i	0.3	-0.2%	3.5	822
O=C(NCCN1CCN(C(=O)c2c(F)cccc2F)CC1)C(=O)Nc1ccc(Cl)cc1	i	1.1	-0.1%	6.1	830
O=C(CCC1CCN(C(=O)c2cncs2)CC1)Nc1ccccc1	i	0.6	-0.1%	-7.6	560
CCOc1ccccc1NC(=O)C1CCN(c2nc(-c3ccc(OC)cc3)no2)CC1	i	3.7	1.5%	-5.1	748
Cc1cccc(C)c1OCc1cc(C(=O)N(C)Cc2cc(C3CC3)n[nH]2)no1	?	·	1.4%	-25.0	798
CCN1CCN(C(=O)CSc2nc3c(c(=O)n(C)c(=O)n3C)n2C)CC1	i	0.9	0.1%	10.9	832
CCn1c(=NC(=O)CCS(=O)(=O)c2ccccc2)sc2cccc(OC)c21	?	·	-0.9%[50 µM]	-15.5	563
CCOc1ccccc1/C=N/N1CCN(Cc2ccccc2)CC1	i	0.8	0.0%	13.4	810
CCOc1ccc(-c2nnc(NC(=O)Cc3cc(OC)c(OC)c(OC)c3)o2)cc1	i	0.1	0.1%	-1.1	844
Cc1ccc(S(=O)(=O)N2CCN(S(=O)(=O)c3cccs3)CC2)cc1	i	1.5	1.8%[50 µM]	3.9	713
Cn1c(=O)c2sccc2n2c(CCCC(=O)NCCc3ccc(S(N)(=O)=O)cc3)nnc12	i	0.4	0.2%	-3.2	734
CS(=O)(=O)c1ccc2nc(NC(=O)c3cc([N+](=O)[O-])cc([N+](=O)[O-])c3)sc2c1	i	0.2	0.1%	17.2	813
Cc1ccc(CCN2CC(C(=O)NC3CCCCC3)CC2=O)cc1 (stereo unspecified)	i	1.6	0.3%	-2.2	734
CN(Cc1ccccc1)CC1CCCN(CCc2ccccc2F)C1 (stereo unspecified)	i	1.3	1.0%	-2.9	805
Cc1ccc(C(=O)N2CCC(C(=O)NC3CCCCCC3)CC2)cc1	i	1.3	0.2%	5.9	848
COc1ccc(-c2cc3c(=O)n(CC(=O)NCc4ccc(Cl)cc4)ncn3n2)cc1	i	4.8	7.1%	7.1	745
CC(=O)N1CCC(N(CCCOC(C)C)S(=O)(=O)c2ccc([N+](=O)[O-])cc2)CC1	i	0.8	0.3%	9.2	847
Cc1ccc(C(=O)Nc2ccc3c(c2)C(=O)N(CC2CCCO2)C3=O)cc1 (stereo unspecified)	i	1.1	0.0%	-8.7	686
COc1ccccc1-c1cnn2c(NCCc3ccccc3)cc(C)nc12	i	0.8	-0.2%	1.2	834
COc1cccc(Nc2nc(-c3cccnc3)cs2)c1	i	0.2	0.2%	-4.8	803
O=C(c1ccco1)N1N=C(c2cccs2)CC1c1cc([N+](=O)[O-])ccc1O (stereo unspecified)	?	·	-0.7%[50 µM]	-3.2	708
Cc1cc(NC(=O)CSc2nnc(-c3ccc([N+](=O)[O-])cc3)o2)no1	i	0.6	0.3%[50 µM]	2.4	894
CCc1ccccc1N(CC(=O)NCc1ccc(OC)cc1)C(=O)CCC(=O)Nc1ccccn1	i	0.9	0.1%	-14.1	823
CCN1CCN(c2sc(S(C)(=O)=O)nc2S(=O)(=O)c2ccc(C)cc2)CC1	i	2.0	0.6%	-3.0	695
Cc1ccccc1C(=O)NC(=S)NC1CCS(=O)(=O)C1 (stereo unspecified)	i	0.3	0.1%	-10.6	696
O=C(CCC(=O)Nc1ccc(Br)cc1)N/N=C/c1ccc(O)cc1	i	0.6	0.2%	-0.7	675

By substructure: the entries above with a thiophene ring, fused or not (4)
SMILES	Myeloid diff MLP	Myeloid diff MLP GFP+ MAC1+ %	K1F lysis inhibition	Lipid droplet	Lipid droplet cells 6.5 µM
Cc1cc(C(F)(F)F)c2c(N)c(C(=O)NC3CC3)sc2n1	i	2.6	-0.3%	-4.9	815
Cc1ccc(S(=O)(=O)N2CCN(S(=O)(=O)c3cccs3)CC2)cc1	i	1.5	1.8%[50 µM]	3.9	713
Cn1c(=O)c2sccc2n2c(CCCC(=O)NCCc3ccc(S(N)(=O)=O)cc3)nnc12	i	0.4	0.2%	-3.2	734
O=C(c1ccco1)N1N=C(c2cccs2)CC1c1cc([N+](=O)[O-])ccc1O (stereo unspecified)	?	·	-0.7%[50 µM]	-3.2	708

Next part.
SMILES	Myeloid diff MLP	Myeloid diff MLP GFP+ MAC1+ %	K1F lysis inhibition	Lipid droplet	Lipid droplet cells 6.5 µM
Cn1c(=O)c2c(nc(CN3CCN(C(=O)c4ccco4)CC3)n2CC(=O)C(C)(C)C)n(C)c1=O	i	0.1	0.3%	16.8	824
Cc1ccc(NC(=O)CCS(=O)(=O)c2cccc3nonc23)c(Br)c1	i	1.4	0.3%	19.6	811
COc1ccc(C(C(=O)NC2CCCC2)N(CCO)C(=O)Cn2nnc(-c3ccc(C)o3)n2)cc1 (stereo unspecified)	i	4.3	0.2%	-1.0	827
CC(=O)Nc1ccc(S(=O)(=O)N2CCN(C(=O)c3ncoc3-c3cccc(C)c3)CC2)cc1	i	0.6	0.5%	-19.0	762
CC(=O)c1ccc(N2CCN(C(=O)Cn3cnc(S(=O)(=O)N4CCCCC4)c3)CC2)cc1	i	3.4	0.1%	10.5	694
Cc1ccc2c(Cl)c(C(=O)NCC(c3ccco3)N3CCCC3)sc2c1 (stereo unspecified)	i	0.0	0.4%	18.6	720
Cc1coc2cc3oc(=O)ccc3cc12	i	1.1	0.0%	-3.0	797
O=C(Nc1c(-c2ccccc2)nc2ccccn12)c1ccccc1	i	0.4	0.5%	2.9	860
Cc1cc(=O)[nH]c(Nc2cccc(Cl)c2C)n1	i	0.3	0.2%	-6.3	431
O=C(Cn1c(=O)c2c3c(sc2n(Cc2ccccc2)c1=O)CCCC3)NCCO	i	0.9	0.1%	-52.9	833

Some of the compounds tested (hit frequency here may not be typical).
